# EBV LMP1 NFkB: inhibitors of Epstein-Barr LMP1-induced NF-kappaB reporter; inhibition, % at 12.5 µM; hit rate 0.69% among 350,000; LMP1-induced NF-kappaB luciferase reporter cells, luminescence; in the data active = inhibition above about 41%;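 note: 0% = neutral control wells and 100% = reference inhibitor control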
# NR5A2 inv ag: inverse agonists of human LRH-1 (NR5A2) | HEK293T StAR-luciferase reporter, LRH-1 transfected, 24 h | O00482 | AID 602396 | hit rate 0.13% among 360,000 | inhibition, % at 3.6 µM;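 active = inhibition above the mean inhibition of all tested compounds plus 3 SD, cut at about 73% in these data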;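 note: 0% = DMSO wells and 100% = reporter-only cells lacking LRH-1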
# ABHD5 PLIN5 PPI: inhibitors of human ABHD5-perilipin-5 interaction; Q00G26+Q8WTS1; Split G. princeps luciferase complementation, luminescence, 4 h; inhibition, % at 4 µM; hit rate 0.78% among 360,000; AID 602281;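 active = inhibition above the mean inhibition across every tested compound plus 3 SD, cut at about 22% in these data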;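 note: 0% = DMSO only wells and the 100% control is not disclosed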
# NCOA1 inh: inhibits human SRC1 coactivator | AID 588354 | HEK293 GAL4-SRC1 luciferase reporter, luminescence | inhibition, % at 3.6 µM | hit rate 0.12% among 360,000;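 active = inhibition above the campaign mean plus 3 SD, with each screening campaign given its own cutoff, cut at about 60% in these data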;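 note: 0% = DMSO treated cells and 100% = gossypol at 36 µM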
# SRC3 inh: human NCOA3 inhibition. inhibition, % at 3.6 µM. HEK293 GAL4-SRC3 luciferase reporter, luminescence. AID 588352. Q9Y6Q9. hit rate 0.17% among 360,000;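 active = inhibition above a per-campaign cutoff, the mean of all compounds plus 3 SD, cut at about 60% in these data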;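 note: 0% = DMSO-treated cells and 100% = gossypol-treated cells at 36 µM; higher means less SRC3-driven luciferase light from the GAL4 reporter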
# SRC2 inh: inhibits human steroid receptor coactivator 2; Q15596; HEK293 GAL4-SRC2 luciferase reporter, luminescence; inhibition, % at 9 µM; hit rate 0.17% among 370,000; AID 651957;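 active = inhibition above the mean inhibition of all tested compounds plus 3 SD, set per campaign, cut at about 52% in these data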;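 note: 0% = DMSO treated cells and 100% = cells given Gossypol at 36 µM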
# Target sequence (Q15596 whole entry, looked up, the tested form may be a part): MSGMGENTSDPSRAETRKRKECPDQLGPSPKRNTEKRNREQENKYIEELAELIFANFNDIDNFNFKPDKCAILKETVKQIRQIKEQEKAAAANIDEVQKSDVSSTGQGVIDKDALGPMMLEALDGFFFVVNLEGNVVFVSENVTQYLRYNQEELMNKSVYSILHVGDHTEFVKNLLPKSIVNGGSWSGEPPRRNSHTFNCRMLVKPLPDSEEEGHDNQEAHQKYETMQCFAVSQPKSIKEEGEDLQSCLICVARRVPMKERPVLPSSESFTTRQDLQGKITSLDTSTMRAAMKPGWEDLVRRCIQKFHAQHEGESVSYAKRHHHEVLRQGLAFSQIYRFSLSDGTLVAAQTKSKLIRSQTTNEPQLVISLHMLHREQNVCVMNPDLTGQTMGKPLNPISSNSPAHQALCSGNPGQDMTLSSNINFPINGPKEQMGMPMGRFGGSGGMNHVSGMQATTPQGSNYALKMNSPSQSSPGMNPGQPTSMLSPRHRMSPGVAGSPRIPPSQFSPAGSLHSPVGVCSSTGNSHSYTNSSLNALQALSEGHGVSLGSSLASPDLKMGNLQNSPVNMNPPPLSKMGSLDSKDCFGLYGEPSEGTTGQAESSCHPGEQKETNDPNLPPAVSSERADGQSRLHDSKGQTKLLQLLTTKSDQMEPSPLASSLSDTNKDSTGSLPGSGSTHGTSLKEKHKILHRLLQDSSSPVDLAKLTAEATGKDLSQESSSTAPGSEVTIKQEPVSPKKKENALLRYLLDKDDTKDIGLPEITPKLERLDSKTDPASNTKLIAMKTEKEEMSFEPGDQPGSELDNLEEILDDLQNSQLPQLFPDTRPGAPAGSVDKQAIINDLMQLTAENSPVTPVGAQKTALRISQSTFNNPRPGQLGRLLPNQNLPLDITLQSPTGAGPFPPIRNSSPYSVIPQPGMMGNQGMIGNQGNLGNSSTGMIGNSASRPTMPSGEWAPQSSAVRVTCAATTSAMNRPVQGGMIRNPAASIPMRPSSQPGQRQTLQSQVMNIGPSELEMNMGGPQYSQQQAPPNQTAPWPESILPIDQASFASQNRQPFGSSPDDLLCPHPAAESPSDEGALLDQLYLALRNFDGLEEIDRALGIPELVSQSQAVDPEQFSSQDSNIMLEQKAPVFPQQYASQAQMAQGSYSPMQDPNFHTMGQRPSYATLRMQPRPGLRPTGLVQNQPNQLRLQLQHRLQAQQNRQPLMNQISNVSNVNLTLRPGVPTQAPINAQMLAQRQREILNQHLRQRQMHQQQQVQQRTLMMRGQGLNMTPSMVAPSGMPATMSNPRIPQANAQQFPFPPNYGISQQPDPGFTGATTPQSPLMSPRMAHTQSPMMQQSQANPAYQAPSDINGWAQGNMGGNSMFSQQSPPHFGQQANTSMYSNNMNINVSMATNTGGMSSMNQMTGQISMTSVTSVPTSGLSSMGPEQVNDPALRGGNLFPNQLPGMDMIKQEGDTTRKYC
# MC4R barr agon: human MC4R agonism via beta-arrestin. AID 540308. U2OS MC4R beta-arrestin complementation, luminescence; percent of melanotan II response, DMSO zero. P32245. hit rate 0.98% among 360,000. activation, % at 8.9 µM;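 active = activation above a per-plate cutoff, the mean activation of sample wells on that plate plus 3 SD, cut at about 8% in these data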
# COUP-TFII inh: NR2F2 (human) inhibition, primary screen; hit rate 0.7% among 370,000; inhibition, % at 8.6 µM; P24468; HEK293T NGFI-A luciferase reporter, luminescence; AID 686940;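 active = inhibition above a per-plate cutoff, mean inhibition of test wells between control levels plus 3 SD, cut at about 38% in these data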;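 note: cells cotransfected with COUP-TFII expression vector driving the NGFI-A reporter; 0% = median of COUP-TF2 test wells and 100% = reporter-only cells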
# TLR9-MyD88 block: blocks human TLR9 binding to MyD88. CHO BLA complementation TLR9-MyD88, CCF4 FRET ratio. inhibition, % at 4.98 µM. hit rate 0.21% among 340,000. AID 504734;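 active = inhibition above the mean over all tested compounds plus 3 SD, cut at about 21% in these data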;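 note: 0% = DMSO only wells and 100% = clavulanate BLA inhibitor control wells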
# MC4R antagonist: antagonists of human melanocortin 4 receptor (MC4R) | inhibition, % at 6.5 µM | hit rate 0.48% among 360,000 | P32245 | MC4R-expressing cells, MTII-stimulated cAMP, LANCE TR-FRET;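 active = inhibition above its plate's cutoff, the mean of tested wells on that plate plus 3 SD, cut at about 29% in these data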;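 note: 0% = Melanotan II alone and 100% = Melanotan II plus saturating MCL0020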
#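 Material: human MC4R-expressing U2OS cells. Probe or stimulus: Melanotan II challenge. Dosing: 6.5 µM single dose. Times: 30-min compound, 1-h challenge, 1-h detection, room temperature. Technique: TR-FRET with Eu-cAMP and labeled anti-cAMP, 671 nm. Replication: singlicate.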
# NOD2-RIPK2 inh: blocks binding of human NOD2 to RIPK2 | hit rate 0.38% among 360,000 | O43353 | AID 624267 | CHO BLA complementation NOD2-RIPK2, CCF4 ratio | inhibition, % at 4.98 µM; in the data active = inhibition above about 21%;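 note: 0% = vehicle only and 100% = reference blocker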
# Starred values were filed as active, the others as inactive; / = no result given. A portion of the library (hit frequency here may not be typical).
# The opening 3 entries (preview)
No.	smiles	EBV LMP1 NFkB	NR5A2 inv ag	ABHD5 PLIN5 PPI	NCOA1 inh	SRC3 inh	SRC2 inh
1	COc1ccccc1NC(=O)C1=C(C)Nc2nnnn2C1c1ccncc1 (configuration not stated)	-4	6	-3	-19	11	8
2	CCCC1O[C@@H]2C[C@H]3[C@@H]4CCC5=CC(=O)C=C[C@]5(C)[C@H]4[C@@H](O)C[C@]3(C)[C@]2(C(=O)CO)O1 (some centres not stated)	5	-13	4	-16	-33	-6
3	COc1cccc(C2CC(c3cccs3)=NN2C(=O)CSc2nc3ccccc3s2)c1OC (configuration not stated)	-4	-15	-2	1	15	17

No.	MC4R barr agon	COUP-TFII inh	TLR9-MyD88 block	MC4R antagonist	NOD2-RIPK2 inh
1	1.4	-9	-12	-2	-3
2	-0.3	-51	4	9	2
3	-0.9	-9	-7	9	-12

# This part in full, previewed entries included:
No.	smiles	EBV LMP1 NFkB	NR5A2 inv ag	ABHD5 PLIN5 PPI	NCOA1 inh	SRC3 inh	SRC2 inh
1	COc1ccccc1NC(=O)C1=C(C)Nc2nnnn2C1c1ccncc1 (configuration not stated)	-4	6	-3	-19	11	8
2	CCCC1O[C@@H]2C[C@H]3[C@@H]4CCC5=CC(=O)C=C[C@]5(C)[C@H]4[C@@H](O)C[C@]3(C)[C@]2(C(=O)CO)O1 (some centres not stated)	5	-13	4	-16	-33	-6
3	COc1cccc(C2CC(c3cccs3)=NN2C(=O)CSc2nc3ccccc3s2)c1OC (configuration not stated)	-4	-15	-2	1	15	17
4	CCOC(=O)N1CCN(C(=O)c2ccc(Cn3c(=S)[nH]c4cc(OCC)c(OCC)cc4c3=O)cc2)CC1	24	4	-1	-15	-1	-9
5	CCOC(=O)c1ccccc1NC(=O)c1cn(-c2ccc(C)c(C)c2)c(=O)c2ccccc12	12	-3	-5	0	19	7
6	O=C1CCCCN1CCC(=O)N1CCCC(Nc2ccccc2)C1 (configuration not stated)	-6	2	6	-20	18	12
7	COc1ccc(NC(=O)c2cc(C)cc(C)c2)cc1[N+](=O)[O-]	11	2	-3	12	6	-12
8	Cc1nc2ccccc2c(=O)n1NC(=O)c1ccc(Cl)c([N+](=O)[O-])c1	-9	3	1	-5	1	14
9	Cc1ccc(-n2nc3c(=O)n(CCCC(=O)NC4CCC(C)CC4)nc(C)c3c2C)cc1 (configuration not stated)	1	-8	11	4	7	-28
10	N#CC(=C1C=CC(=NO)C(Cl)=C1)c1ccccc1	/	46	1	-12	-13	38
11	NC(=O)c1sc2nc3c(c(-c4cccs4)c2c1N)CCCCC3	72*	14	2	69*	67*	46
12	Cn1ncc(Cl)c1C(=O)Nc1ccc(Cl)cn1	-4	-13	-6	-56	-23	-25
13	Cc1cc(C(F)F)nn1CC(=O)NCc1ccco1	-13	17	4	10	-2	-5
14	Cc1oc(C(=O)O)cc1COc1cccc2ccccc12	-10	4	1	-3	-6	-15
15	Cn1c(=O)c2c(nc(N3CCN(c4ccc([N+](=O)[O-])cc4)CC3)n2C)n(C)c1=O	/	0	0	8	17	3

No.	MC4R barr agon	COUP-TFII inh	TLR9-MyD88 block	MC4R antagonist	NOD2-RIPK2 inh
1	1.4	-9	-12	-2	-3
2	-0.3	-51	4	9	2
3	-0.9	-9	-7	9	-12
4	-0.5	-9	9	14	1
5	-1.9	-1	3	8	-11
6	0.7	-12	-3	3	4
7	-2.3	5	1	-7	2
8	-2.3	9	-10	49*	-6
9	-0.7	18	-5	9	-3
10	/	-66	/	/	32*
11	0.6	43*	4	-5	0
12	-1.9	1	7	-2	2
13	-3.0	13	1	-1	-2
14	-0.2	17	7	3	-8
15	0.0	10	/	6	-4

# (continued)
No.	smiles	EBV LMP1 NFkB	NR5A2 inv ag	ABHD5 PLIN5 PPI	NCOA1 inh	SRC3 inh	SRC2 inh
16	CC1CCc2c(C(=O)N3CCN(S(=O)(=O)c4cccs4)CC3)csc2C1 (configuration not stated)	-4	6	3	0	-7	-4
17	Cc1nn(-c2ccc(F)cc2F)c2c1-c1nc(N3CCCC3)ncc1CC2	9	-11	-4	-20	-7	-3
18	Cc1cc(C(=O)CN2C(=O)c3ccccc3S2(=O)=O)c(C)n1CC1CCCO1 (configuration not stated)	80*	89*	-1	80*	88*	88*
19	CC(=O)c1cccc(NC(=O)c2cc(C(C)C)on2)c1	-3	-111	-7	-89	-59	-42
20	COc1cccc(CNC(=O)c2ccc(C(=O)NCc3cccc(OC)c3)cc2)c1	-13	3	-1	-14	5	-7
21	CC(C)CNS(=O)(=O)c1cc2c3c(c1)CCC(=O)N3CCC2	/	-3	4	5	1	-31
22	CCC(=O)N(CC)C1=C(O)c2ccccc2C(=O)C1=O	3	1	-33	-12	5	-13
23	C[C@@H]1c2ccccc2N2C[C@H](Cc3ccc(C(=O)c4ccccc4)cc3)C[C@@H]12	-7	-36	-3	-7	-33	-2
24	COc1cccc(N(CC(=O)NC(C)(C)C)C(=O)C2CSC(=O)C2)c1 (configuration not stated)	0	0	-2	7	-12	-16
25	Cc1ccc(C)c(NC(=O)CN(C)C(=O)[C@@H](NC(=O)c2ccc(C(C)(C)C)cc2)C(C)C)c1	-5	-1	-4	-1	-22	4
26	CCCCN(C(=O)CC1OC(=O)c2ccccc21)c1c(N)n(CCCC)c(=O)[nH]c1=O (configuration not stated)	3	-17	5	-1	7	-9
27	CCN(CC(=O)N1CCOCC1)S(=O)(=O)c1ccc(F)cc1	1	15	5	-15	-6	1
28	CC(=O)c1c(C)[nH]c(C(=O)CSc2nnc(-c3ccc(Cl)cc3)n2CC2CCCO2)c1C (configuration not stated)	-2	15	2	-25	11	17
29	Cc1cccc(C)c1NC(=O)C1c2ccccc2OCC(=O)N1CC(F)(F)F (configuration not stated)	/	2	-12	/	/	7
30	c1ccc(SCCOCCN2CCc3ccccc3C2)cc1	3	14	2	-12	7	1

No.	MC4R barr agon	COUP-TFII inh	TLR9-MyD88 block	MC4R antagonist	NOD2-RIPK2 inh
16	1.3	-8	5	13	1
17	2.3	4	-5	-1	3
18	-2.5	93*	0	-1	-4
19	-0.3	-77	13	2	-3
20	-0.3	9	2	7	-11
21	1.2	-12	16	5	6
22	-1.6	23	-9	-12	-3
23	-2.7	-11	-1	4	-2
24	-3.8	4	-1	-1	-10
25	-2.7	-4	-2	15	-1
26	-2.4	-25	3	7	5
27	-0.9	4	2	4	-15
28	-1.8	8	-5	2	-7
29	/	1	/	/	6
30	-0.5	-2	-1	16	-4

# Entries by screen from the entries so far:
# Nos. 21 to 25 in ABHD5 PLIN5 PPI: 4, -33, -3, -2, -4
# Nos. 21 to 25 in COUP-TFII inh: -12, 23, -11, 4, -4
# Nos. 21 to 25 in NR5A2 inv ag: -3, 1, -36, 0, -1

# New compounds follow.
No.	smiles	EBV LMP1 NFkB	NR5A2 inv ag	ABHD5 PLIN5 PPI	NCOA1 inh	SRC3 inh	SRC2 inh
31	CSc1ccccc1NC(=O)C1CC(c2c(F)cccc2Cl)=NO1 (configuration not stated)	-4	-7	-9	-4	-37	-12
32	CN(C)S(=O)(=O)c1cccc(C(=O)C2=C3SC=C(c4ccccc4)N3CC2)c1	-1	25	-4	-4	1	-5
33	CC(NC(=O)c1ccc(C#N)cc1)C1CC2CCC1C2 (configuration not stated)	-6	-13	-14	15	-13	16
34	CN(C)CCCN(Cc1ccccc1)C(=S)NCc1ccccc1	-8	-16	7	-18	16	-15
35	Cn1c(=O)c(-c2ccccc2)nn2c3ccccc3nc12	-10	15	0	-1	2	-2
36	CN(C)CCNC(=S)Nc1ccc(Br)cc1	2	7	-10	-3	-8	-8
37	Cc1c(N=C/C=C/c2ccccc2)cnn1C	24	-3	0	-9	15	-36
38	CCCCC[C@H](C)N1C[C@H](COCc2ccccc2)Oc2cc(N3CCC[C@H]3CO)ccc2S1(=O)=O	/	0	-6	/	/	-42
39	O=C(CNC(=O)c1ccc(S(=O)(=O)N2CCCC2)cc1)N/N=C/c1ccccc1Cl	15	14	7	21	26	14
40	CCOc1ccccc1C1CC(=O)Nc2cc3c(cc21)OCO3 (configuration not stated)	6	15	3	7	29	31
41	COCCC(=O)Nc1ccc2c(c1)CN(C(=O)c1ccc(CSC)o1)CC2	16	5	-3	-7	9	12
42	O=C(CC1C[C@H](C(=O)N2CCOCC2)[C@@]2(CCC3CCCC3)c3[nH]c4ccccc4c3CCN2C1=O)NCc1cccc(C(F)(F)F)c1 (some centres not stated)	1	12	-3	6	-6	5
43	OCC[C@@H]1C[C@H](O)[C@@H](O)[C@@]2(CCc3ccccc3O2)O1	9	32	-1	-13	-4	-28
44	COC(=O)C(C)Sc1nc2c(c(-c3ccc(OC)cc3)c1C#N)-c1ccccc1C2=O (configuration not stated)	17	11	6	0	12	4

No.	MC4R barr agon	COUP-TFII inh	TLR9-MyD88 block	MC4R antagonist	NOD2-RIPK2 inh
31	-2.3	-11	2	-7	-9
32	-0.8	-7	9	2	-4
33	1.5	-13	-7	6	-11
34	-1.8	6	5	15	-13
35	-1.0	2	-3	4	3
36	-1.7	18	-2	5	-6
37	-0.6	22	-2	-1	-17
38	/	3	/	/	0
39	0.6	4	-2	-5	-4
40	-1.1	24	-2	-17	-2
41	-0.5	15	5	6	-22
42	-1.4	-1	-3	10	-5
43	-0.2	10	0	4	-4
44	0.3	8	8	12	-2

# A second format for some results above:
40: CCOc1ccccc1C1CC(=O)Nc2cc3c(cc21)OCO3 (configuration not stated)
41: COCCC(=O)Nc1ccc2c(c1)CN(C(=O)c1ccc(CSC)o1)CC2
42: O=C(CC1C[C@H](C(=O)N2CCOCC2)[C@@]2(CCC3CCCC3)c3[nH]c4ccccc4c3CCN2C1=O)NCc1cccc(C(F)(F)F)c1 (some centres not stated)
43: OCC[C@@H]1C[C@H](O)[C@@H](O)[C@@]2(CCc3ccccc3O2)O1
Screen / compound no. | 40 | 41 | 42 | 43
EBV LMP1 NFkB | 6 | 16 | 1 | 9
NR5A2 inv ag | 15 | 5 | 12 | 32
ABHD5 PLIN5 PPI | 3 | -3 | -3 | -1
NCOA1 inh | 7 | -7 | 6 | -13
SRC3 inh | 29 | 9 | -6 | -4
SRC2 inh | 31 | 12 | 5 | -28
MC4R barr agon | -1.1 | -0.5 | -1.4 | -0.2
COUP-TFII inh | 24 | 15 | -1 | 10
TLR9-MyD88 block | -2 | 5 | -3 | 0
MC4R antagonist | -17 | 6 | 10 | 4
NOD2-RIPK2 inh | -2 | -22 | -5 | -4

# High-throughput results as filed in PubChem.
